RORgamma inh = blocks mouse ROR gamma transcriptional activity. Drosophila S2 Gal4-RORgamma UAS-luciferase reporter, 20 h. Potency, µM (doses to about 53.6 µM), for inactives: at the highest dose activity change, negative = inhibition, hits mostly inhibitors. hit rate 5.4% among 310,000. AID 2551; also: potency is read from the fitted curve at half-maximal effect; % is scaled to controls: 0 for no effect and ±100 for the full control effect; nearly all actives have a fitted effect of over 60% in size
Target sequence (P51450 whole entry, looked up, the tested form may be a part): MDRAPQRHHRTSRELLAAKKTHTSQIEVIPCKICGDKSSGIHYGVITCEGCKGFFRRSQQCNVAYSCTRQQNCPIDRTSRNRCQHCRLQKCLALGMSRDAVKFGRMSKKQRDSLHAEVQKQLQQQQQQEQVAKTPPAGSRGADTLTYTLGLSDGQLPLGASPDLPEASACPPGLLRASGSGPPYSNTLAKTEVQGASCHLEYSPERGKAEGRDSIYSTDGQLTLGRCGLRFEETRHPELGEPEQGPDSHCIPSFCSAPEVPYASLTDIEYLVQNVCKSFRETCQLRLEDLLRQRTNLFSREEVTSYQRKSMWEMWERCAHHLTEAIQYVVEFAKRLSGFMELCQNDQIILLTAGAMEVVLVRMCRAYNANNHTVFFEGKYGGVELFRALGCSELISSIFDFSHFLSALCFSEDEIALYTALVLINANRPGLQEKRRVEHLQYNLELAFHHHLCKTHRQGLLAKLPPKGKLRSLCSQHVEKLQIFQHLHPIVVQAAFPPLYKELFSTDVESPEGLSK
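Luciferase reporter read in Schneider cells carrying Gal4-RORγ (mouse) and UAS-Photinus luciferase; cells given compound 1 h before 700 uM copper sulfate induction, then incubated 20 h at ambient temperature.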
Gal4-VP16 FLuc = counter-screen for ROR gamma inhibitors: Gal4-VP16 reporter; Drosophila S2 Gal4-VP16 UAS-luciferase, luminescence, 20 h; Potency, µM (series often up to 53.6 µM), inactives show at the top dose activity, negative = inhibition, most hits filed as inhibitors; hit rate 3.5% among 310,000; AID 2546;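 also: Gal4-VP16 expression switched on by copper sulfate through the metallothionein promoter; potency is read from the fitted curve at half-maximal effect; % is scaled to controls: 0 for no effect and ±100 for the full control effect; nearly all actives have a fitted effect of over 50% in size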
Tb PFK inh = T. brucei PFK enzyme inhibition. O15648. hit rate 0.17% among 330,000. Potency, µM (doses to about 57.5 µM), without a hit: at the highest dose activity, negative = inhibition, usual class: inhibitors. T. brucei PFK, ADP-Glo luminescence. AID 485367;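 also: potency is read from the fitted curve at half-maximal effect; 0% = uninhibited 1x PFK enzyme wells and -100% = no-enzyme wells; nearly all actives have a fitted effect of over 60% in size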
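Compounds were pin-transferred as a titration series up to 57 uM into substrate buffer (0.5 mM F6P, 0.1 mM ATP, pH 8.0), then 1.25 nM PFK was added and reactions ran 45 min before ADP-Glo detection.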
Giardia kill = Giardia lamblia killing; AID 540267; hit rate 0.15% among 340,000; activity change, % at 7.66 µM, hits read low; Giardia lamblia trophozoite viability; in the data active = activity change below about -80%; inconclusive = between about -30% and that limit;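 also: parasites exposed to compound for two days anaerobically before the ATP read; % is scaled to controls: 0 for no effect and ±100 for the full control effect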
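Giardia trophozoites, 100 cells per well, were exposed to compounds for 48 hrs at 37 deg C under anaerobic conditions; viability was then read as ATP content by bioluminescence after 15-30 min at room temperature.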
FBPA coupling cs = counter-screen for Giardia aldolase inhibitors: coupling enzyme system. coupling enzyme system counterscreen, AmpLite Red fluorescence. activity change, negative = inhibition, % at 58.2 µM, hits read low. hit rate 0.67% among 290,000. AID 2472; in the data active = activity change below about -30%; also: % is scaled to controls: 0 for no effect and ±100 for the full control effect
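Compounds tested against the coupling enzymes alone at 57.5 uM final; readout was AmpLite Red fluorescence (525/598 nm) after 20 min at RT.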
Rab9 prom act = activators of Rab9 promoter; hit rate 2.8% among 320,000; Huh7 Rab9 promoter-luciferase reporter, luminescence, 24 h; AID 485297; Potency, µM (top dose mostly 9.22 µM), inactives show top-dose activation, negative = inhibition, hits mostly activators; also: potency is read from the fitted curve at half-maximal effect; % of control where 0% means no effect; nearly all actives have a fitted effect of over 60% in size
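Quantitative HTS format; Huh7 Rab9-luciferase reporter cells (1500/well) receive compound 2 h post-plating, incubate 24 h at 37 °C, then get luciferase reagent for 10 min before luminescence reading.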
uPA generation = inhibitors of cell surface uPA generation; hit rate 0.31% among 330,000; cell surface uPA generation assay, qHTS; Potency, µM (series often up to 38.3 µM), for the others: at the top dose activity change, negative = inhibition, actives largely listed as inhibitors; active = well fitted inhibition curve with a large enough effect; inconclusive = small, poorly fitted or top-dose-only effect; inactive = no such curve, though single readings can be large or run the other way; tested in mouse RAW 264.7 cells; also: potency is read from the fitted curve at half-maximal effect; % is scaled to controls: 0 for no effect and ±100 for the full control effect; nearly all actives have a fitted effect of over 55% in size
NPC1 prom act = activates the NPC1 promoter; AID 485313; Potency, µM (doses to about 9.22 µM), for inactives: top-dose activation, actives largely listed as activators; hit rate 2.4% among 320,000; Huh7 NPC1 promoter luciferase reporter, 24 h;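 also: potency is read from the fitted curve at half-maximal effect; % of control where 0% means no effect; nearly all actives have a fitted effect of over 60% in size; reporter is driven by a mutant NPC1 promoter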
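Luminescence read-out of NPC1 promoter-driven luciferase in stably transfected Huh7 cells; compounds delivered in DMSO and left 24 h at 37C, 5% CO2, qHTS titration format.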
ELG1 genotoxic = inducers of genotoxicity in HEK293T ELG1-luciferase cells; HEK293T ELG1-luciferase reporter, luminescence, 16 h; Potency, µM (doses to about 46 µM), for the others: at the top dose activity change, positive = activation, most hits filed as activators; hit rate 1.3% among 330,000; also: potency is read from the fitted curve at half-maximal effect; % of control where 0% means no effect; nearly all actives have a fitted effect of over 60% in size
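Cells (2,000/well) expressing the ELG1-luciferase fusion are dosed by pin tool and kept 16 hr at 37 °C, 5% CO2. Signal comes from ONE-Glo luciferase reagent after 30 min at room temperature.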
FLuc modulator = counter-screen for miR-21 project: firefly luciferase inhibitors or activators; P08659; Potency, µM (series often up to 57.5 µM), without a hit: top-dose activity change, negative = inhibition, hits mostly inhibitors; hit rate 6.9% among 360,000; AID 588342; purified FLuc, Km substrates, luminescence inhibition;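 also: potency is read from the fitted curve at half-maximal effect; plate controls were vehicle for no effect and reference inhibitor for full effect; nearly all actives have a fitted effect of over 55% in size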
Target sequence (P08659 whole entry, looked up): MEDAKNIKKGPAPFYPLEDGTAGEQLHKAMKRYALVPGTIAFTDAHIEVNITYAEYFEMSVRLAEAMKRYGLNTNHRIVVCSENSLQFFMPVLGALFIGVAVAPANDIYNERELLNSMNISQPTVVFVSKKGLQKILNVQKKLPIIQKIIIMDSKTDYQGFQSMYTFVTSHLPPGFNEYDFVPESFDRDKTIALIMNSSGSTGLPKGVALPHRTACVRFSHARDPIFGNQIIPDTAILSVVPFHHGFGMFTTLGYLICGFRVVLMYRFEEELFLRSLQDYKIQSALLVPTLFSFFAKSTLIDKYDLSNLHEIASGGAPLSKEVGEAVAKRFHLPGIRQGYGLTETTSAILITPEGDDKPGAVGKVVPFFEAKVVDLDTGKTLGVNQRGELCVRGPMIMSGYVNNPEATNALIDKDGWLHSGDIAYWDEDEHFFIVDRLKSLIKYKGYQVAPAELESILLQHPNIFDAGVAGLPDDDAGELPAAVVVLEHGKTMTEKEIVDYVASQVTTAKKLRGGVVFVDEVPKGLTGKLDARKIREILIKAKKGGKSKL
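Purified P. pyralis luciferase, 10 nM final, with Km-level 10 uM D-luciferin and 10 uM ATP in 50 mM Tris acetate pH 7.5, 10 mM Mg acetate, 0.01% Tween-20, 0.05% BSA; 6-point qHTS titration about 60 µM downward; luminescence read.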
KCNH2 3.1 inh = KCNH2 3.1 (human) potassium channel inhibition; AID 720553; hit rate 0.95% among 340,000; activity change, % (tested at about 1.8 µM); U2OS KCNH2 3.1, thallium flux FluxOr; active compounds read low;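 active = maximum activity change below -70%; inconclusive = maximum activity change from -70% to -50%; inactive = maximum activity change above -50%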;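 also: thallium influx rate constant from kinetic fluorescence after stimulation buffer; % is scaled to controls: 0 for no effect and ±100 for the full control effect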
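Steps: virus added to U2OS suspension (4 h, RT, dark); medium with 10% FBS added, cells plated, 37 C overnight; FluxOr/Red40 loading buffer 45 min RT; stimulation buffer, 2 min kinetic read; rate constant normalized.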
* marks the source's active call; other numbers are inactive results. Unless noted, calls follow the shape of the dose curve; as a rule, active = well fitted curve in the direction sought with a large enough effect; inconclusive = small, poorly fitted or top-dose-only effect, or another doubt; inactive = no such curve, though single readings can be large; an effect the other way counts as inactive or inconclusive.

Results for CCc1nc(SCC(=O)Nc2nccs2)c2oc3ccccc3c2n1 ?
RORgamma inh: -86%; Gal4-VP16 FLuc: inconclusive; Tb PFK inh: 0%; Giardia kill: -26; FBPA coupling cs: 2; Rab9 prom act: -6%; uPA generation: -3%; NPC1 prom act: -5%; ELG1 genotoxic: -3%; FLuc modulator: 6%; KCNH2 3.1 inh: 15

How did O=C(CSc1ccccc1)OCC(=O)N1CCN(C(=O)c2ccco2)CC1 do in these assays?
Tb PFK inh: 0%; Giardia kill: 1; Rab9 prom act: -1%; uPA generation: -2%; NPC1 prom act: 0%; ELG1 genotoxic: 2%; FLuc modulator: -2%; KCNH2 3.1 inh: -7

How did Cc1cccc(C=Nc2ccc3c4c(cccc24)CC3)c1O do in these assays?
RORgamma inh: -38%; Gal4-VP16 FLuc: -4%; Tb PFK inh: 4%; Giardia kill: 3; FBPA coupling cs: -7; Rab9 prom act: 11%; uPA generation: -4%; NPC1 prom act: 1%; ELG1 genotoxic: 0%; FLuc modulator: inconclusive; KCNH2 3.1 inh: -8

What do the screens show for `Cc1ccc(C)c(N2CCN(C(=O)Cn3c(=O)[nH]c4ccsc4c3=O)CC2)c1`?
RORgamma inh: 32%; Gal4-VP16 FLuc: 2%; Tb PFK inh: 1%; Giardia kill: -8; FBPA coupling cs: 7; Rab9 prom act: -4%; uPA generation: 4%; NPC1 prom act: -4%; ELG1 genotoxic: -3%; FLuc modulator: 12%; KCNH2 3.1 inh: -10

Results for CCC(C)Oc1ccc(/C=C/c2[nH]c(=O)[nH]c(=O)c2[N+](=O)[O-])cc1OC (centres undefined) ?
RORgamma inh: 29%; Gal4-VP16 FLuc: 5%; Tb PFK inh: inconclusive; Giardia kill: -7; FBPA coupling cs: 0; Rab9 prom act: -4%; uPA generation: -1%; NPC1 prom act: -9%; ELG1 genotoxic: -9%; FLuc modulator: inconclusive; KCNH2 3.1 inh: -2

Results for NC(=O)c1ccsc1NC(=O)COC(=O)c1cccnc1Cl ?
Tb PFK inh: 4%; Giardia kill: -7; uPA generation: 0%; ELG1 genotoxic: 0%; KCNH2 3.1 inh: -1

Results for O=C(COC(=O)CNS(=O)(=O)c1c(Cl)cccc1Cl)Nc1ccccc1Sc1ccccc1 ?
RORgamma inh: 14%; Gal4-VP16 FLuc: -9%; Tb PFK inh: -1%; Giardia kill: 3; FBPA coupling cs: -3; Rab9 prom act: 2%; uPA generation: 5%; NPC1 prom act: -2%; ELG1 genotoxic: 4%; FLuc modulator: 0%; KCNH2 3.1 inh: -5

What do the screens show for `CSc1ncnc2c1cnn2-c1ccc(C)cc1C`?
RORgamma inh: 26%; Gal4-VP16 FLuc: 2%; Tb PFK inh: -4%; Giardia kill: 3; FBPA coupling cs: -2; Rab9 prom act: inconclusive; uPA generation: 1%; NPC1 prom act: 22%; ELG1 genotoxic: 12%; FLuc modulator: inconclusive; KCNH2 3.1 inh: -5

Results for O=C(O)c1ccc2c(c1)C(=O)N([C@H](Cc1ccc(-c3ccccc3)cc1)C(=O)O)C2=O ?
RORgamma inh: 1%; Gal4-VP16 FLuc: 4%; Tb PFK inh: 12%; FBPA coupling cs: 22; Rab9 prom act: 0%; NPC1 prom act: -2%; FLuc modulator: -6%

Results for Cc1cc(C)cc(N=C2NC(=O)CS2)c1 ?
RORgamma inh: 1%; Gal4-VP16 FLuc: -4%; Tb PFK inh: 4%; Giardia kill: 24; FBPA coupling cs: -4; Rab9 prom act: 1%; uPA generation: 1%; NPC1 prom act: -3%; ELG1 genotoxic: -5%; FLuc modulator: 5%; KCNH2 3.1 inh: 0

How did CC(C)(C)NC(=O)C(c1cccs1)N(C(=O)c1csnn1)c1cccc(F)c1 (centres undefined) do in these assays?
RORgamma inh: 0%; Gal4-VP16 FLuc: 9%; Tb PFK inh: -1%; Giardia kill: 3; FBPA coupling cs: 2; Rab9 prom act: 0%; uPA generation: -2%; NPC1 prom act: 1%; ELG1 genotoxic: -2%; FLuc modulator: 1%; KCNH2 3.1 inh: 7

Results for Cc1ccc(NC(=O)c2cc(S(=O)(=O)N3CCCC3)cn2C)cc1C ?
RORgamma inh: 4%; Gal4-VP16 FLuc: -3%; Tb PFK inh: -4%; Giardia kill: 11; FBPA coupling cs: 0; Rab9 prom act: -2%; uPA generation: inconclusive; NPC1 prom act: -3%; ELG1 genotoxic: 4%; FLuc modulator: inconclusive; KCNH2 3.1 inh: -22

How did Cc1cccc(N2CCN(C(=O)Cn3cnc4c3c(=O)n(C)c(=O)n4C)CC2)c1C do in these assays?
RORgamma inh: -8%; Gal4-VP16 FLuc: 2%; Tb PFK inh: -2%; Giardia kill: inconclusive; FBPA coupling cs: 1; Rab9 prom act: -5%; uPA generation: 3%; NPC1 prom act: -6%; ELG1 genotoxic: -5%; FLuc modulator: -2%; KCNH2 3.1 inh: 1

Results for CCOc1ccc(N(CC(=O)NCc2ccc(C)cc2)S(=O)(=O)c2c(C)[nH]c(=O)[nH]c2=O)cc1 ?
RORgamma inh: -3%; Gal4-VP16 FLuc: -6%; Tb PFK inh: 0%; Giardia kill: 1; Rab9 prom act: 2%; uPA generation: 1%; NPC1 prom act: -1%; ELG1 genotoxic: 0%; FLuc modulator: inconclusive; KCNH2 3.1 inh: -2

How did COC(=O)C1CCN(C(=O)/C(C)=C\c2ccccc2)CC1 do in these assays?
RORgamma inh: 8%; Gal4-VP16 FLuc: 17%; Tb PFK inh: -1%; Giardia kill: -3; FBPA coupling cs: -1; Rab9 prom act: 13%; uPA generation: -3%; NPC1 prom act: 13%; ELG1 genotoxic: 3%; FLuc modulator: -2%; KCNH2 3.1 inh: 8

How did Cc1ccc2cn[nH]c2c1[N+](=O)[O-] do in these assays?
RORgamma inh: -12%; Gal4-VP16 FLuc: 2%; Tb PFK inh: 4%; Giardia kill: -18; FBPA coupling cs: 1; Rab9 prom act: 0%; uPA generation: 3%; NPC1 prom act: 0%; ELG1 genotoxic: 3%; FLuc modulator: -9%; KCNH2 3.1 inh: 18

Results for COc1cc(OC)nc(NC(=O)NS(=O)(=O)c2ccc(OC(F)(F)F)cc2)n1 ?
RORgamma inh: 29%; Gal4-VP16 FLuc: -9%; Tb PFK inh: 2%; Giardia kill: 4; FBPA coupling cs: 0; Rab9 prom act: -7%; uPA generation: -4%; NPC1 prom act: -2%; ELG1 genotoxic: -2%; FLuc modulator: 2%; KCNH2 3.1 inh: 9

Results for Cc1ccc(C(=O)/C=C/c2cc(Br)cc(Br)c2O)o1 ?
RORgamma inh: -26%; Gal4-VP16 FLuc: -30%; Tb PFK inh: 0%; Giardia kill: -12; FBPA coupling cs: 0; Rab9 prom act: 4%; uPA generation: inconclusive; NPC1 prom act: -5%; ELG1 genotoxic: -11%; FLuc modulator: 1%; KCNH2 3.1 inh: 5

How did C/C(=N\NC(=O)CCCNc1ccccc1)c1ccncc1 do in these assays?
RORgamma inh: -28%; Gal4-VP16 FLuc: 14%; Tb PFK inh: 0%; Giardia kill: -2; FBPA coupling cs: -1; Rab9 prom act: -2%; uPA generation: -3%; NPC1 prom act: 0%; ELG1 genotoxic: -1%; FLuc modulator: 1%; KCNH2 3.1 inh: -8

Results for Cc1cccc(C)c1OCc1cc(C(=O)NC2CCC2)no1 ?
RORgamma inh: 36%; Gal4-VP16 FLuc: 6%; Tb PFK inh: 4%; Giardia kill: 0; FBPA coupling cs: -2; Rab9 prom act: 11%; uPA generation: -1%; NPC1 prom act: 16%; ELG1 genotoxic: 9%; FLuc modulator: inconclusive; KCNH2 3.1 inh: -94*

What do the screens show for `COc1ccc2sc(NC(=O)CC(C)C)nc2c1`?
RORgamma inh: -31%; Gal4-VP16 FLuc: 13%; Tb PFK inh: 3%; Giardia kill: -12; FBPA coupling cs: 1; Rab9 prom act: 4.5µM*; uPA generation: -3%; NPC1 prom act: inconclusive; ELG1 genotoxic: 18µM*; FLuc modulator: 11µM*; KCNH2 3.1 inh: 3

How did CC(OC(=O)c1ccc2c(=O)n3c(nc2c1)CCC3)C(=O)NC1CCCCC1C (centres undefined) do in these assays?
RORgamma inh: -2%; Gal4-VP16 FLuc: -7%; Tb PFK inh: -1%; Giardia kill: inconclusive; FBPA coupling cs: 0; Rab9 prom act: 3%; uPA generation: 2%; NPC1 prom act: -6%; ELG1 genotoxic: -2%; FLuc modulator: 0%; KCNH2 3.1 inh: 19

What do the screens show for `Brc1ccc(-c2nnc3n2-c2ccccc2CC3)cc1`?
RORgamma inh: -16%; Gal4-VP16 FLuc: 5%; Tb PFK inh: 2%; Giardia kill: 1; FBPA coupling cs: 4; Rab9 prom act: 2%; uPA generation: 7%; NPC1 prom act: -1%; ELG1 genotoxic: -1%; FLuc modulator: 8%; KCNH2 3.1 inh: 8
